# Screening data (PubChem BioAssay)
# esBAF inh = Bmi1 luciferase reporter increase in mESCs, primary screen, esBAF inhibitor project, mouse ES cells, Bmi1 luciferase knock-in, single point. AID 602393, 2012. hit rate 2% among 350,000. 24 h; 100% = twice the neutral-well signal. reporter increase, % at 12.5 µM; in the data active = activation above about 40%;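 note: 0% = median of the plate's neutral control wells and 100% = double that signal; a rise in the Bmi1 reporter signal indicates esBAF inhibition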
# RAD52 inh = RAD52 DNA annealing inhibitors, primary screen, biochemical, FRET, single point, set 2. inhibition, % at 18.7 µM. recombinant RAD52 DNA annealing, FRET fluorescence. AID 651710, 2012. hit rate 0.46% among 360,000;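 active = every replicate showing at least 50% inhibition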
# Target sequence (P43351 whole entry, looked up): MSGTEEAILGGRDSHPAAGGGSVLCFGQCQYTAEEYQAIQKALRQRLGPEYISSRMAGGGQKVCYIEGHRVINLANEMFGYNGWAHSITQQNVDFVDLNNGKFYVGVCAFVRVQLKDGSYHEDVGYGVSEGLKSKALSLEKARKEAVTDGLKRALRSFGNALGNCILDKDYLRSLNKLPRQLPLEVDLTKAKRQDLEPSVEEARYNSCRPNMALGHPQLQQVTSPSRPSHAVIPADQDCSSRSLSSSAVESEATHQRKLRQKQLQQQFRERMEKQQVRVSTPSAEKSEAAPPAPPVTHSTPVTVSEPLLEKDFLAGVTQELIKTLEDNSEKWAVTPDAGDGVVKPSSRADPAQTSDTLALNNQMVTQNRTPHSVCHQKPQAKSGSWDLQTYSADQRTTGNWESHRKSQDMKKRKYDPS
# Casp6 inh = human caspase-6 inhibitors, primary screen, biochemical, VEID-R110 fluorescence, single point, set 2; P55212; purified caspase-6, Z-VEID-R110 cleavage fluorescence; hit rate 0.53% among 350,000; inhibition, % at 12.5 µM;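 active = mean inhibition across replicates at least about 35%, with every replicate also reaching that limit, limit read from the data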;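 note: 0% = median of neutral control wells and 100% = no fluorescence left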
# Target sequence (P55212 24-179 limits assumed): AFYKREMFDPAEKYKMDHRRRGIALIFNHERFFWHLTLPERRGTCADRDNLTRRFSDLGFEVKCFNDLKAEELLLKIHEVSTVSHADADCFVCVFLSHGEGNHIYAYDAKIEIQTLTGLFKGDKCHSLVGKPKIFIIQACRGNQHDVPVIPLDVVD
# Target sequence (P55212 194-293 limits assumed): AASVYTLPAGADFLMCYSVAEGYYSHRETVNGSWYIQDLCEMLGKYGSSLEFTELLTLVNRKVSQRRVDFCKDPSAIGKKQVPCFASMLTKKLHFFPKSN
# ARNT-TACC3 inh = disruptors of ARNT/TACC3 protein interaction, primary screen, biochemical, AlphaScreen, single concentration; Transforming acidic coiled-coil-containing protein 3 (Homo sapiens), Q9Y6A5; AlphaScreen His-ARNT PAS-B/GST-TACC3 binding, luminescence; TACC3 fragment carries E629A point mutation; inhibition, % at 9.99 µM; hit rate 0.66% among 390,000; AID 623870, 2012;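 active = mean inhibition of replicates at least 50% and at least half of replicates each reaching 50%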;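 note: 0% = complete ARNT plus TACC3 wells and 100% = ARNT alone without TACC3; many hits fall short of the cut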
# ERp5 block = inhibitors of ERp5-driven insulin aggregation, primary screen, biochemical, turbidity, absorbance 650 nm, single point | 90 min | AID 651711, 2012 | hit rate 0.05% among 350,000 | inhibition, % at 9.99 µM | Protein disulfide-isomerase A6 (Homo sapiens), Q15084;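 active = mean replicate inhibition above about 25%, with every replicate also reaching it, limit read from the data, passing the limit was not always enough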
# PglD inh = C. jejuni PglD acetyltransferase inhibitors, primary screen, biochemical, DTNB colorimetric, single point | UDP-N-acetylbacillosamine N-acetyltransferase PglD (Campylobacter jejuni) | hit rate 0.098% among 360,000 | purified PglD enzyme, DTNB colorimetric CoA detection | inhibition, % at 12.5 µM; in the data active = inhibition above about 16%, passing the limit was not always enough; note: strong numbers were not always called active
# RAD54 inh = inhibitors of human RAD54 branch migration, primary screen, biochemical, fluorescence, single point | DNA repair and recombination protein RAD54-like (Homo sapiens), Q92698 | RAD54 Holliday junction branch migration, FAM/BHQ fluorescence | inhibition, % at 10.4 µM | hit rate 0.14% among 360,000;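 active = mean normalized replicate activity at least 40 and at least half of replicates scoring 40 or more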;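 note: 0% = median of neutral control wells and 100% = median of positive control wells; inhibitors cause a drop in the FAM fluorescence signal; in these data hits start at about 50%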
# E-sel inducer = E-selectin induction in HUVECs, primary screen, imaging, HUVEC, immunofluorescence imaging, single point. normalized: neutral wells 0, TNF-alpha wells 100. hit rate 0.37% among 260,000. P16581. AID 686992, 2013. activation, % at 7.58 µM;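 active = mean E-selectin-positive cell signal at least 10% of the positive control, reached in at least 60% of replicates, without over 20% cell loss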;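 note: in these data hits start at about 27%; measured in HUVEC primary endothelial cells; signal is the percent of cells scored E-selectin positive by PE staining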
#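 Assay system: HUVEC, human umbilical vein endothelial cells / Amount: 3,000 HUVEC/well / Controls: TNF-alpha positive control, DMSO neutral control / Compound dosing: single concentration / Medium: EGM-2 over gelatin coat / Evaluation: percent E-selectin-positive cells / Signal: immunofluorescence imaging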
# Active calls of the source: *; / = not tested or not shown; & = joins results of further samples. Compounds as they come. Share with any hit: about 3.2%.
[1] CCOP(=O)(OCC)C(NC(=O)NS(=O)(=O)c1ccc(C)cc1)c1ccccc1 (centres undefined)
[2] CCOC(=O)c1ccc(NC(=O)Cn2nnc(-c3ccc(C)cc3)n2)cc1
[3] Cc1oc(-c2ccc(Cl)cc2)nc1CN1CCCC(C(=O)NCCCN2CCOCC2)C1 (centres undefined)
[4] O=C(c1ccccc1)N1N=C(c2ccccc2O)CC1c1ccccc1 (centres undefined)
[5] CSc1nc(SCCN(C)C)c2c3c(sc2n1)COC(C)(C)C3
Assay by compound	1	2	3	4	5
esBAF inh	-2	2	7	-4	/
RAD52 inh	-16	/	/	1	15
Casp6 inh	6	/	/	-4	-2
ARNT-TACC3 inh	-3	-10	10	-1	11
ERp5 block	-3	/	/	-7	-1
PglD inh	0	1	-2	-9	/
RAD54 inh	-7	-1	8	-4	/
E-sel inducer	0.6	/	-2.1	/	/

# Continued, starting with the last three of the part before.
[3] Cc1oc(-c2ccc(Cl)cc2)nc1CN1CCCC(C(=O)NCCCN2CCOCC2)C1 (centres undefined)
[4] O=C(c1ccccc1)N1N=C(c2ccccc2O)CC1c1ccccc1 (centres undefined)
[5] CSc1nc(SCCN(C)C)c2c3c(sc2n1)COC(C)(C)C3
[6] N#Cc1cccc(-c2ccc([C@H]3[C@H]4CN(C(=O)Nc5ccc(F)cc5)CCCCN4[C@H]3CO)cc2)c1
[7] CCOc1cc(/C=N\NC(=O)C2C(=O)NCC2c2ccccc2)ccc1OC (centres undefined)
[8] Cc1nc(Nc2nc3ccccc3o2)nc2c1CCC2
[9] O=C(C[C@H]1CC[C@@H](NS(=O)(=O)c2ccc(F)cc2)[C@@H](CO)O1)N1CCN(c2ccccc2)CC1
[10] CC(=O)c1cccc(NC(=O)NNC(=O)c2ccc(-c3ccccc3)cc2)c1
Assay by compound	3	4	5	6	7	8	9	10
esBAF inh	7	-4	/	/	/	-62	3	1
RAD52 inh	/	1	15	-25	/	/	-15	-2
Casp6 inh	/	-4	-2	-3	/	/	-1	0
ARNT-TACC3 inh	10	-1	11	16	-2	-5	4	-15
ERp5 block	/	-7	-1	3	/	/	2	4
PglD inh	-2	-9	/	1	1	-2	0	-3
RAD54 inh	8	-4	/	-2	9	8	-6	-3
E-sel inducer	-2.1	/	/	0.2	2.1	/	-0.3	1.7

[11] CCCCSc1nc2ccccc2[nH]1
[12] Cc1ccc(CNC(=O)C2CCN(S(=O)(=O)c3ccc(Br)s3)CC2)cc1
[13] O=C(CSc1nnnn1-c1ccc(C(=O)O)cc1)NC1CCCCC1
[14] O=S(=O)(Nc1ccc(S(=O)(=O)Nc2ncccn2)cc1)c1ccc(Cl)cc1
[15] CCCN1C(=O)c2ccc(C(=O)Nc3nccs3)cc2C1=O
Assay by compound	11	12	13	14	15
esBAF inh	56*	2	-4	-2	43*
RAD52 inh	-9	-1	-18	-5	-14
Casp6 inh	1	5	1	1	2
ARNT-TACC3 inh	4	-1	0	-8	-8
ERp5 block	1	-5	1	2	0
PglD inh	/	-4	2	-5	-2
RAD54 inh	/	1	5	0	-8
E-sel inducer	/	/	/	/	/

[16] COC(=O)C(C(C)=O)C1=C/C(=N\S(=O)(=O)c2ccc(C)cc2)c2ccccc2C1=O (centres undefined)
[17] COC(=O)c1ccccc1N=C(SC)N(C)C
[18] COc1ccc2c3c([nH]c2c1)[C@@H](CO)N(C(=O)NC(C)C)CC31CN(C(=O)c2cnccn2)C1
[19] C[C@H](CO)N1C[C@H](C)[C@@H](CN(C)Cc2ccc(C(=O)O)cc2)Oc2ccc(NC(=O)C3CC3)cc2CC1=O
[20] O=C(C[C@@H]1C[C@H]2c3cc(NS(=O)(=O)c4ccc(F)cc4)ccc3O[C@H]2[C@H](CO)O1)NCc1ccncc1
Assay by compound	16	17	18	19	20
esBAF inh	-16	-2	/	-1	-4
RAD52 inh	/	/	-10	-6	-8
Casp6 inh	/	/	1	-4	1
ARNT-TACC3 inh	10	-5	/	3	-1
ERp5 block	/	/	4	7	2
PglD inh	-5	-3	/	12	0
RAD54 inh	-3	-7	/	4	7
E-sel inducer	/	/	0.0	-0.2	-0.2

[21] CCn1c(SCC(=O)NCc2ccco2)nnc1-c1c[nH]c2ccccc12
[22] COc1ccccc1CNC(=O)COC(=O)Cn1cnc2ccccc21
[23] Cc1cccnc1NC(=O)CCC(=O)c1cccs1
[24] Cc1noc(C)c1NC(=O)N(C)C[C@@H]1Oc2ccc(NC(=O)CCC(F)(F)F)cc2CC(=O)N([C@@H](C)CO)C[C@@H]1C
[25] COC(=O)/C=C/c1ccc2c(c1)S(=O)(=O)N(c1cccc(OC)c1)[C@H]2CC(=O)OC
Assay by compound	21	22	23	24	25
esBAF inh	1	-2	0	2&-7	-11
RAD52 inh	/	-15	-6	10&-10	-51
Casp6 inh	/	0	-1	1&1	0
ARNT-TACC3 inh	-2	7	-4	-5&-4	12
ERp5 block	/	-5	2	1&0	2
PglD inh	1	-1	-4	1&2	5
RAD54 inh	-2	-4	3	1&-12	-3
E-sel inducer	/	0.0	/	0.0&-0.1	-0.1

[26] C[C@@H]1CN([C@H](C)CO)C(=O)c2cc(NS(C)(=O)=O)ccc2O[C@@H](C)CCCCO[C@@H]1CN(C)C(=O)CCCN(C)C
[27] Cc1ccc2c(c1)/C(=N/OC(=O)c1ccc(F)cc1)CCS2
[28] CCN(CC)C(=S)SCC(=O)Nc1ncc2c(n1)CC(C)(C)CC2=O
[29] COc1ccc(C(=O)CSc2n[nH]c(-c3ccco3)n2)cc1
[30] S=C(Nc1ccccc1)NC1CCN(Cc2ccccc2)CC1
Assay by compound	26	27	28	29	30
esBAF inh	-1	8	/	-12	/
RAD52 inh	0	/	-6	/	-11
Casp6 inh	-3	/	-1	/	-6
ARNT-TACC3 inh	0	-27	/	2	-4
ERp5 block	-4	/	1	/	3
PglD inh	0	5	3	1	/
RAD54 inh	-4	-15	-6	2	/
E-sel inducer	-0.1	/	/	/	/

[31] CC1CCCCC1NC(=O)CN(C)S(=O)(=O)c1ccc2c(c1)CCC(=O)N2 (centres undefined)
[32] O=C(NCCN1CCCCC1)c1cc2ccccc2[nH]1
[33] C[C@@H]1CN([C@H](C)CO)C(=O)c2cccc(NC(=O)c3cnccn3)c2O[C@H]1CN(C)Cc1ccc(C(F)(F)F)cc1
[34] O=[N+]([O-])c1ccc(CN2CC(N3CCC(c4ccccc4)CC3)CS2(=O)=O)cc1 (centres undefined)
[35] Brc1ccc(CSc2nnc(-c3cnccn3)n2Cc2ccco2)cc1
Assay by compound	31	32	33	34	35
esBAF inh	6	-7	-5	1	-1
RAD52 inh	4	/	-9	-22	-17
Casp6 inh	2	/	2	-3	3
ARNT-TACC3 inh	6	0	-18	/	-2
ERp5 block	10	/	-3	-3	1
PglD inh	5	1	1	-4	0
RAD54 inh	-4	12	-18	2	0
E-sel inducer	/	/	/	/	/

[36] O=C(C[C@H]1C[C@H]2c3cc(NC(=O)NC4CCCC4)ccc3O[C@H]2[C@H](CO)O1)NC1CCCC1
[37] C[C@H](CO)N1C[C@H](C)[C@@H](CN(C)Cc2ccccn2)Oc2ncc(C#CC3(O)CCCC3)cc2C1=O
[38] CCCN1C[C@@H](C)[C@H](OC)CN(C)C(=O)c2ccc(NC(=O)Nc3c(C)noc3C)cc2OC[C@@H]1C
[39] C[C@@H]1CN([C@@H](C)CO)C(=O)c2cc(NC(=O)Nc3cccc4ccccc34)ccc2O[C@@H]1CN(C)CC1CCCCC1
[40] CC1CC2C(C(O)CC3(C)C2CCC3(O)C(=O)CO)C2(C)C=CC(=O)C=C12 (centres undefined)
Assay by compound	36	37	38	39	40
esBAF inh	5	3	2	-5	-2
RAD52 inh	9	-28	6	31	-10
Casp6 inh	-2	-3	-1	-2	2
ARNT-TACC3 inh	-4	19*	-5	9	-10
ERp5 block	3	2	-4	5	3
PglD inh	3	12	2	0	/
RAD54 inh	-6	14	-4	-4	/
E-sel inducer	-0.3	-0.1	-0.1	5.6	0.0

[41] N#Cc1c(C(F)(F)F)cc(-c2ccccc2)nc1SCC(=O)N1CCOCC1
[42] CC(C)NC(=O)N1CCCCN2[C@H](CO)[C@H](c3ccc(C#Cc4ccccc4F)cc3)[C@@H]2C1
[43] CCC(=O)Nc1sccc1C(=O)OC
[44] CC(=O)N[C@@H]1CC[C@@H](CCNC(=O)C2CCCCC2)O[C@@H]1CO
[45] CC(Oc1ccc(-c2ccccc2)cc1)C(=O)N1CCOCC1 (centres undefined)
Assay by compound	41	42	43	44	45
esBAF inh	-1	-5	-3	/	17
RAD52 inh	/	11	6	1	/
Casp6 inh	/	-1	11	0	/
ARNT-TACC3 inh	-6	4	2	/	6
ERp5 block	/	0	1	4	/
PglD inh	3	-2	/	/	-6
RAD54 inh	6	4	/	/	5
E-sel inducer	/	-0.4	/	0.0	/

[46] Cn1cccc1-c1nc2ccccc2n1C
[47] Cc1cccc(C)c1NC(=O)CN(C)CC(=O)Nc1ccc(F)c(Cl)c1
[48] CO[C@@H]1CN(C)C(=O)c2ccc(NC(C)=O)cc2OC[C@@H](C)N(CC2CCCCC2)C[C@@H]1C
[49] COc1ccc(NC(=O)Nc2ccc3c(c2)C(=O)N([C@@H](C)CO)C[C@H](C)[C@H](CN(C)Cc2ccc(C(=O)O)cc2)OCCCC[C@@H](C)O3)cc1
[50] CCc1ccc(NC(=O)CN(c2cccc(C)c2)S(C)(=O)=O)cc1
Assay by compound	46	47	48	49	50
esBAF inh	/	2	0	-4	0
RAD52 inh	-10	1	-2	7	-6
Casp6 inh	0	-1	-3	-4	2
ARNT-TACC3 inh	-1	-2	1	-13	5
ERp5 block	4	-2	-5	3	-12
PglD inh	/	/	-1	8	-4
RAD54 inh	/	/	0	3	1
E-sel inducer	3.3	/	-0.1	-0.2	/

[51] Cc1noc(NS(=O)(=O)c2ccc(NS(=O)(=O)c3ccc(Cl)cc3)cc2)c1C
[52] Cc1cc(C)cc(OCCn2ccnc2)c1
[53] Cc1ccc(OCC(=O)Nc2ccc(N(C)C)cc2)cc1
[54] COC(=O)c1[nH]c2cccc(C)c2c1NC(=O)CN1CCN(C(=O)c2ccco2)CC1
[55] CCOC(=O)Cn1cnc2c(nnn2-c2ccccc2)c1=O
Assay by compound	51	52	53	54	55
esBAF inh	-2	6	6	5	11
RAD52 inh	2	-3	/	/	/
Casp6 inh	-3	-1	/	/	/
ARNT-TACC3 inh	-2	-13	5	-3	5
ERp5 block	3	-2	/	/	/
PglD inh	5	5	7	1	-3
RAD54 inh	-15	9	9	-12	-4
E-sel inducer	/	/	/	/	/

[56] CCCc1c(C(=O)N/N=C(/C)c2ccncc2)nnn1-c1nonc1N
[57] C[C@@H]1CCCCO[C@H](CN(C)C(=O)CCC(F)(F)F)[C@@H](C)CN([C@@H](C)CO)C(=O)c2cc(NS(C)(=O)=O)ccc2O1
[58] O=C(C1CC(=O)N(c2ccc(Cl)cc2)C1)N1CCCCCC1 (centres undefined)
[59] C[C@H](CO)N1C[C@H](C)[C@H](CN(C)CC2CCCCC2)Oc2ccc(NC(=O)CCCCCC(=O)Nc3ccccc3N)cc2CC1=O
[60] COc1cc(OC)cc(-c2nnc(NC(=O)CCS(=O)(=O)c3ccc(C)cc3)o2)c1
Assay by compound	56	57	58	59	60
esBAF inh	-2	-2	6	-23	-1
RAD52 inh	-2	11	-18	-2	-33
Casp6 inh	-7	0	0	-1	-1
ARNT-TACC3 inh	-17	-6	-1	22	5
ERp5 block	-9	2	0	-1	-2
PglD inh	1	7	3	-1	0
RAD54 inh	10	-12	-6	-2	0
E-sel inducer	/	0.0	/	0.5	/
